Source: PubChem
Wnt act – Wnt/beta-catenin pathway activators, primary screen, cell-based, plate reader, single point | Wnt/beta-catenin reporter cell assay, activator | activation, % at 9.35 µM | hit rate 1.2% among 300,000 | AID 743398, 2014; in the data active means activation above about 30%, passing the limit was not always enough;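 further: 0% = neutral control wells and 100% = positive control wells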
CAL PDZ FP-1 – untagged CAL PDZ binding inhibitors, primary screen, biochemical, fluorescence polarization, HTS; Golgi-associated PDZ and coiled-coil motif-containing protein (Homo sapiens), Q9HD26; purified CAL PDZ, TMR-peptide fluorescence polarization, 1 h; inhibition, % at 24.9 µM; hit rate 0.92% among 300,000; AID 602252, 2012;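 active means mean inhibition of at least 30% with at least half of replicates also reaching 30%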;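 further: 0% = DMSO neutral control and 100% = excess unlabeled competitor peptide PRC23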
Rtt109 HAT inh – inhibitors of C. albicans Rtt109/Vps75 HAT, primary screen, biochemical, ThioGlo CoA-SH fluorescence, plate reader; hit rate 0.16% among 330,000; purified Rtt109/Vps75, 4 h; inhibition, % at 34.9 µM; AID 540336, 2011;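 active means inhibition of at least 50% in every replicate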
dFosB activator – activators of delta FosB homodimer, primary screen, biochemical, fluorescence polarization, TAMRA-CDK5 oligo, single point | Protein FosB (Mus musculus), P13346 | purified delta FosB; percent of positive-control signal above neutral wells | activation, % at 25 µM | hit rate 0.99% among 340,000 | AID 493131, 2011;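 active means mean activation above about 17%, with every replicate also reaching it, limit read from the data, passing the limit was not always enough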;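 further: fluorescence polarization rise as delta FosB binds a TAMRA Cdk5 AP-1 oligo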
Target sequence (P13346 whole entry, looked up): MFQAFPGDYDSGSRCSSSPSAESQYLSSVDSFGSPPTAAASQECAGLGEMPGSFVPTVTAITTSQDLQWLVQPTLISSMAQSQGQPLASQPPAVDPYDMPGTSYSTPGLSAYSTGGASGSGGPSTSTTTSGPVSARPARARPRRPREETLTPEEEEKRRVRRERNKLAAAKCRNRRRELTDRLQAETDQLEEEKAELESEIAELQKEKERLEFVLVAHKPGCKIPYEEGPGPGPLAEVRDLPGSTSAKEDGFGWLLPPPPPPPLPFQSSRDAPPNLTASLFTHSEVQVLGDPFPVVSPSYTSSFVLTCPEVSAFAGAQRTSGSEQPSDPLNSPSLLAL
RTF Ca sens act – cardiac RTF calcium sensitivity activators, primary screen, biochemical, IANBD-TnC fluorescence, EC20 calcium; Troponin I, cardiac muscle (Homo sapiens) + Troponin T, cardiac muscle (Homo sapiens) + …; IANBD-labeled TnC RTF fluorescence at EC20 calcium; 0% EC20 calcium, 100% full calcium; activation, % at 7.2 µM; hit rate 0.24% among 340,000; AID 493008, 2010;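 active means activation above the mean over all tested compounds plus 3 SD, cut at about 30% in these data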;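 further: rise in fluorescence read as greater calcium sensitivity of cardiac thin filaments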
CDK5 inh – inhibitors of human CDK5/p35 kinase, primary screen, biochemical, single concentration; inhibition, % at 10 µM; Recombinant CDK5/p35, ADP-Glo luminescence, 60 min; Cyclin-dependent kinase 5 (Homo sapiens) + Cyclin-dependent kinase 5 activator 1 (Homo …; hit rate 0.01% among 330,000;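 active means highest replicate inhibition of at least 50% and at least 75% of replicates reaching 50%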;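 further: plate controls were DMSO neutral control for no effect and GW8510 at 10 µM for full effect; many of its hits are not listed in these tables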
Target sequence (Q00535 whole entry, looked up): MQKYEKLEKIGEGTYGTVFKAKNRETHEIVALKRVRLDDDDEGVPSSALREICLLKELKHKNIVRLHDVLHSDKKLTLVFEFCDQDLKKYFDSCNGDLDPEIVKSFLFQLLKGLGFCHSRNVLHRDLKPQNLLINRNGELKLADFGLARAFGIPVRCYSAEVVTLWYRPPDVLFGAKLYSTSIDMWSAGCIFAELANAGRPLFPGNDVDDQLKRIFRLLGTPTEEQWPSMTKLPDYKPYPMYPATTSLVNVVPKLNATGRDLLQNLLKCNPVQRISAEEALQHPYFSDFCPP
Target sequence (Q15078 whole entry, looked up): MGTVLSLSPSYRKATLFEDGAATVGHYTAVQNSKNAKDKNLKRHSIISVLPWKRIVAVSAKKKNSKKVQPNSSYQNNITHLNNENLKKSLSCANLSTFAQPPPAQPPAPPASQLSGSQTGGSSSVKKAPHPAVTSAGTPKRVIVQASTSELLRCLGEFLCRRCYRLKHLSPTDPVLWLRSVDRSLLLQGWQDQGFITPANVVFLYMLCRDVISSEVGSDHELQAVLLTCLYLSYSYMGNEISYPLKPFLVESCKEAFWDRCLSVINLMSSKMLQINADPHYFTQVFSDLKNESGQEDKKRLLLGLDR
V-ATPase pHluor – regulators of yeast V-ATPase proton pumping, primary screen, pHLuorin cytosolic pH fluorescence; S. cerevisiae; response, % at 10 µM; hit rate 0.37% among 350,000; AID 504577, 2011; in the data active means response mostly above about 7.3%, no sharp cut-off; inactive means mostly below about 5.4%; further: actives read high; inactives centre near 0; some compounds called inactive have numbers as strong as hits; reference of the scale not given here
CAL PDZ FP-2 – CAL PDZ peptide-binding inhibitors, primary screen, biochemical, fluorescence polarization, Cer-tagged CAL PDZ, HTS; Golgi-associated PDZ and coiled-coil motif-containing protein (Homo sapiens), Q9HD26; purified CAL PDZ, TMR-peptide fluorescence polarization, 1 h; inhibition, % at 20 µM; hit rate 0.02% among 330,000; AID 504414, 2011;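 active means highest replicate inhibition of at least 40%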;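 further: plate controls were DMSO neutral control wells for no effect and unlabeled competitor peptide control wells for full effect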
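material = purified tagged CAL PDZ domain construct (CerCALP) | compound dosing = 20 µM, one dose | times = 1 h at RT | measured by = fluorescence polarization from S- and P-plane intensities, G-factor corrected | read-out = inhibition from polarization loss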
Tat transport – E. coli Tat export inhibitors, primary screen, MC4100, TorA-mCherry reporter, fluorescence, single point; AID 488895, 2010; inhibition, % at 10 µM; hit rate 0.036% among 340,000;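 active means mean replicate inhibition at least 50% and at least half of replicates individually reaching 50%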;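 further: exported cargo escapes ClpAP degradation while cytoplasmic cargo is degraded and loses fluorescence; 0% = median of neutral control wells and 100% = median of NaSCN control wells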
MITF TRPM1 HTS – activators of MITF-driven TRPM1 promoter reporter, primary screen, cell-based, SK-MEL-5, luciferase, single point; SK-MEL-5 TRPM1-promoter luciferase, 24 h; % of positive control, neutral wells = 0; activation, % at 12.5 µM; hit rate 0.75% among 300,000;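 active means mean activation of at least 80% with every replicate also reaching 80%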;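 further: 0% = neutral control wells and 100% = parthenolide positive control wells; values of inactives mirror those of a sister screen read the other way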
The depositor's hits bear a star; nt = not tested or not shown.

SMILES	Wnt act	CAL PDZ FP-1	Rtt109 HAT inh	dFosB activator	RTF Ca sens act	CDK5 inh	V-ATPase pHluor	CAL PDZ FP-2	Tat transport	MITF TRPM1 HTS
N#CC1=C(N)C(C#N)(C#N)[C@H](c2ccncc2)[C@H]2CC3(CC=C12)OCCO3	nt	nt	-4	-4	4	1.6	-2	0.0	4	-2
CS(=O)(=O)N(CC(=O)NCc1ccccn1)Cc1ccc(Cl)cc1	-4	-2	-2	2	2	-1.0	1	0.2	-4	-2
O=C(c1ccccc1F)N1CCN(Cc2ccc3c(c2)OCO3)CC1	2	nt	-1	2	0	0.0	0	0.2	-3	-11
NCCCC[C@H]1CNC(=O)C(=O)N1CCc1cccc2ccccc12	-4	0	4	-8	2	-0.5	3	-0.7	2	1
S=C(NCCc1ccccc1)N1CCCC1	20	-2	0	3	-7	1.6	-3	0.2	7	37
COc1ccc(/C=C2\CCC(C3CCCC3)C2=O)cc1Cn1cccn1 (stereo unspecified)	-2	-4	5	-10	-2	-2.4	-4	-2.5	-4	11
COC(=O)c1ccnc(SCC(=O)c2ccccc2)c1	27	-2	-10	-15	3	-0.6	-2	-2.3	-6	59
O=C1CC2(CCN(C(=O)c3ccc(F)cc3)CC2)Oc2ccccc21	3	-7	4	1	7	1.2	2	-0.5	2	-1
O=C(OC(C(=O)Nc1cccc(C(F)(F)F)c1)c1ccccc1)C1CCCCC1 (stereo unspecified)	nt	-2	-5	1	4	1.0	0	-0.5	10	1
CCOC(=O)Cc1csc(NC(=O)c2cc3c(s2)CCCC3)n1	nt	nt	1	-14	0	7.7	1	-0.3	-1	18
O=C(c1ccccc1Cl)N1N=C(c2cccs2)CC1c1cccc(O)c1 (stereo unspecified)	-2	-1	9	-16	5	0.9	5	-1.8	6	6
CCOC(=O)C1(Cc2ccccc2)CCN(Cc2cnn(C(C)C)c2)CC1	-2	4	-1	-6	13	-1.7	5	-0.7	1	-4

Brought forward from above: six entries; new compounds follow.
SMILES	Wnt act	CAL PDZ FP-1	Rtt109 HAT inh	dFosB activator	RTF Ca sens act	CDK5 inh	V-ATPase pHluor	CAL PDZ FP-2	Tat transport	MITF TRPM1 HTS
COC(=O)c1ccnc(SCC(=O)c2ccccc2)c1	27	-2	-10	-15	3	-0.6	-2	-2.3	-6	59
O=C1CC2(CCN(C(=O)c3ccc(F)cc3)CC2)Oc2ccccc21	3	-7	4	1	7	1.2	2	-0.5	2	-1
O=C(OC(C(=O)Nc1cccc(C(F)(F)F)c1)c1ccccc1)C1CCCCC1 (stereo unspecified)	nt	-2	-5	1	4	1.0	0	-0.5	10	1
CCOC(=O)Cc1csc(NC(=O)c2cc3c(s2)CCCC3)n1	nt	nt	1	-14	0	7.7	1	-0.3	-1	18
O=C(c1ccccc1Cl)N1N=C(c2cccs2)CC1c1cccc(O)c1 (stereo unspecified)	-2	-1	9	-16	5	0.9	5	-1.8	6	6
CCOC(=O)C1(Cc2ccccc2)CCN(Cc2cnn(C(C)C)c2)CC1	-2	4	-1	-6	13	-1.7	5	-0.7	1	-4
COc1ccc(Cl)cc1C(=O)OCC(=O)NC1CCCC(C)C1C (stereo unspecified)	3	-3	-2	-5	-6	-0.4	4	-2.7	-11	1
CN1C(=O)C(=O)/C(=C(/O)c2ccccc2)C1c1ccc(Br)cc1 (stereo unspecified)	1	-3	-20	1	9	1.8	1	1.3	15	6
CC(=O)NC(=C(Cl)Cl)S(=O)(=O)c1ccccc1	10	-5	26	0	3	0.1	-1	-0.2	-4	-6
Cc1nn(CSc2c(F)c(F)c(F)c(F)c2F)c(C)c1[N+](=O)[O-]	-2	nt	-1	-12	-3	-1.9	2	-0.6	-1	-16
CCOC(=O)c1c(NC(=O)Nc2ccccc2)sc(C)c1C	nt	8	-7	-1	1	1.0	3	2.5	-5	6
C/C(=N\NC(=O)CSc1nc2ccccc2o1)c1cccc(O)c1	1	7	0	25*	5	0.1	0	0.0	6	14
FC(F)(F)c1ccc(CN2C[C@@H]3C(c4ccc(C(F)(F)F)cc4)C4(c5cccnc5)CC3(C4)[C@H]2c2ccccc2)cc1 (stereo partly specified)	-17	0	3	9	4	2.3	-2	-0.1	-2	-4
O=C(O)CN1C(=O)NC2(CCCc3ccccc32)C1=O (stereo unspecified)	-2	nt	-9	-4	-4	-0.9	4	-1.3	1	-2
CCn1c(CN2CCOCC2)nnc1SCC(=O)Nc1ccc(C(C)=O)cc1	-1	-4	-1	-6	-2	0.3	0	0.3	0	-15
CCOC(=O)c1ccc(P(=O)(c2ccccc2)c2ccccc2)cc1	-1	-5	6	-1	-6	0.2	1	-1.9	0	2
Cc1ccc(F)cc1NC(=O)CCc1c(C)[nH]c(=O)c(C#N)c1C	-4	-4	-7	-3	-1	-2.0	1	-1.6	-1	1
COc1ccc(/C=C(\C#N)C(=O)NC2CCS(=O)(=O)C2)cc1OC (stereo unspecified)	-3	-4	-7	-1	5	-5.9	1	0.2	6	10

The last 2 entries of the part above lead into the next:
SMILES	Wnt act	CAL PDZ FP-1	Rtt109 HAT inh	dFosB activator	RTF Ca sens act	CDK5 inh	V-ATPase pHluor	CAL PDZ FP-2	Tat transport	MITF TRPM1 HTS
Cc1ccc(F)cc1NC(=O)CCc1c(C)[nH]c(=O)c(C#N)c1C	-4	-4	-7	-3	-1	-2.0	1	-1.6	-1	1
COc1ccc(/C=C(\C#N)C(=O)NC2CCS(=O)(=O)C2)cc1OC (stereo unspecified)	-3	-4	-7	-1	5	-5.9	1	0.2	6	10
CC(C)(C)c1cc(P(=O)(c2ccccc2)c2ccccc2)ccc1O	6	4	0	-19	-5	-0.7	2	-3.8	-4	7
Cc1ccc(-c2csc(NC(=O)CN3C(=O)CCC3=O)n2)cc1	2	nt	-2	-4	-5	-0.2	1	-0.4	-3	9
O=C(CSc1nnc(CCc2ccccc2)n1-c1ccc(Cl)cc1)c1ccccc1	15	-5	8	-16	-4	0.2	-2	-3.2	-1	-2
CCOC(=O)N1CCN(S(=O)(=O)c2ccc3c(c2)SCC(=O)N3)CC1	nt	nt	-7	-3	-5	1.4	4	-2.1	-6	-16
OC1(c2ccccc2)Cc2cccc[n+]2C1c1ccccc1 (stereo unspecified)	0	-5	-17	-7	-1	0.3	-1	0.7	-4	4
Cc1c(N(C)C(=O)c2ccc3c(c2)OCO3)c(=O)n(-c2ccccc2)n1C	nt	-4	-1	-3	-2	-0.3	1	-1.0	-5	nt
CN(CC(=O)Nc1cccc(F)c1)C(=O)c1ccc2c(c1)S(=O)(=O)N=C1CCCCCN12	-2	1	-1	0	4	0.2	-3	0.0	-3	4
Nc1nc(SCC(=O)NC2CCCCC2)n[nH]1	-1	-6	3	3	-3	-0.3	-3	-0.9	10	-1
CC(C)(C)NC(=O)C(c1ccncc1)N(C(=O)Cn1nnc(-c2ccc(F)cc2)n1)c1ccccc1F (stereo unspecified)	nt	2	-7	-7	-2	0.7	-3	-0.7	-1	-15
O=C(NCc1csc(-c2cccs2)n1)C1CCCCC1	-5	33*	-3	1	9	-0.8	-4	-0.2	1	73
CC(OC(=O)CCCN=C1NS(=O)(=O)c2ccccc21)C(=O)c1ccccc1 (stereo unspecified)	-3	-6	1	-3	0	1.3	0	-0.8	-3	-7
CCN(CC)S(=O)(=O)c1ccc(C(=O)Nc2cc(C)cc(C)c2)cc1	-4	-1	23	-8	7	0.6	-1	-0.7	7	-11

(next part)
SMILES	Wnt act	CAL PDZ FP-1	Rtt109 HAT inh	dFosB activator	RTF Ca sens act	CDK5 inh	V-ATPase pHluor	CAL PDZ FP-2	Tat transport	MITF TRPM1 HTS
C=CCOC(=O)C1=C[C@@H](c2ccc(Br)cc2)[C@H](CCCO)[C@@H](OCC)O1	2	4	12	-2	0	-4.7	-2	-1.6	1	-3
Cc1c(N/C(=N/S(=O)(=O)c2ccc(F)cc2)c2ccccc2)c(=O)n(-c2ccccc2)n1C	0	-3	0	-11	4	-0.3	1	-0.6	-4	-1
CCc1ccc(-c2c(C)sc(NC(=O)C3CCC3)c2C#N)cc1	4	0	-1	-2	0	0.3	3	-1.3	4	5
O=C(c1cc(-c2ccncc2)nc2ccccc12)N1CCN(c2ccc(N3CCOCC3)nn2)CC1	nt	-10	0	-13	-4	-0.7	nt	nt	0	-9
COc1cc(CNc2nc3ccccc3s2)cc(OC)c1OC	1	7	11	-1	-2	0.2	-1	0.6	-10	nt
Nc1nonc1-n1nnc(C(=O)N/N=C/c2cccnc2)c1CSc1ccccc1	0	-3	0	-12	1	1.1	-1	-0.8	-4	-9
CCc1ccc2oc(=O)cc(CN3CCN(Cc4ccccc4)CC3)c2c1	1	0	-4	-3	-1	-2.5	0	-0.9	1	-10
c1ccc(NC2=NCCN2CC2CCCCC2)cc1	0	-4	3	-1	10	-0.3	0	0.1	-1	10

By substructure, the compounds so far containing a cyano group
SMILES	Wnt act	CAL PDZ FP-1	Rtt109 HAT inh	dFosB activator	RTF Ca sens act	CDK5 inh	V-ATPase pHluor	CAL PDZ FP-2	Tat transport	MITF TRPM1 HTS
N#CC1=C(N)C(C#N)(C#N)[C@H](c2ccncc2)[C@H]2CC3(CC=C12)OCCO3	nt	nt	-4	-4	4	1.6	-2	0.0	4	-2
Cc1ccc(F)cc1NC(=O)CCc1c(C)[nH]c(=O)c(C#N)c1C	-4	-4	-7	-3	-1	-2.0	1	-1.6	-1	1
COc1ccc(/C=C(\C#N)C(=O)NC2CCS(=O)(=O)C2)cc1OC (stereo unspecified)	-3	-4	-7	-1	5	-5.9	1	0.2	6	10
CCc1ccc(-c2c(C)sc(NC(=O)C3CCC3)c2C#N)cc1	4	0	-1	-2	0	0.3	3	-1.3	4	5
